# SIRT5 inh = blocks human SIRT5 desuccinylation of peptide. Q9NXA8. Purified SirT5, succinyl-peptide AMC, trypsin-coupled fluorescence. inhibition, % at 15 µM. 1.1% of 330,000 active; in the data active = inhibition above about 15%; inconclusive = no clear call, values can overlap the other calls
# C2C12 statin = suppressors of simvastatin-induced myotoxicity in C2C12 myotubes; ATP luminescence, 48 h; scaled: DMSO 0, geranylgeraniol control 100; rescue of ATP level, % at 7.49 µM; 0.78% of 330,000 active;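 active = mean ATP rescue above about 67%, or every replicate alone reaching that limit, limit read from the data, passing the limit was not always enough; inconclusive = no clear call, values can overlap the other calls; inactive = mean under the limit and some replicate under it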;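 note: myotubes were challenged with 10 µM simvastatin during compound exposure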
# LGR2 antag = inhibitors of bursicon-induced Drosophila LGR2 receptor cAMP signaling | HEK293 LGR2, CRE-luciferase, bursicon-stimulated, 4 h | inhibition, % at 9.99 µM | 0.35% of 380,000 active | AID 720647;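 active = drop in luminescence signal, shown as inhibition above about 50% in the replicate tests, limit read from the data, passing the limit was not always enough; inconclusive = probably only some replicates passing the limit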;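 note: agonist challenge used bursicon conditioned medium at about half maximal strength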
# ERAP1 HTS inh = ERAP1 (human) enzyme inhibition. 0.15% of 340,000 active. recombinant ERAP1, Leu-AMC fluorescence, 60 min. inhibition, % at 10.7 µM. AID 652197. Q9NZ08;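 active = mean replicate inhibition of at least 30%, or all replicates individually reaching that 30% level; inactive = mean below 30% and not every replicate reaching it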;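 note: 0% = neutral control wells and 100% = L-leucinethiol positive control wells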
# Target sequence (Q9NZ08 whole entry, looked up): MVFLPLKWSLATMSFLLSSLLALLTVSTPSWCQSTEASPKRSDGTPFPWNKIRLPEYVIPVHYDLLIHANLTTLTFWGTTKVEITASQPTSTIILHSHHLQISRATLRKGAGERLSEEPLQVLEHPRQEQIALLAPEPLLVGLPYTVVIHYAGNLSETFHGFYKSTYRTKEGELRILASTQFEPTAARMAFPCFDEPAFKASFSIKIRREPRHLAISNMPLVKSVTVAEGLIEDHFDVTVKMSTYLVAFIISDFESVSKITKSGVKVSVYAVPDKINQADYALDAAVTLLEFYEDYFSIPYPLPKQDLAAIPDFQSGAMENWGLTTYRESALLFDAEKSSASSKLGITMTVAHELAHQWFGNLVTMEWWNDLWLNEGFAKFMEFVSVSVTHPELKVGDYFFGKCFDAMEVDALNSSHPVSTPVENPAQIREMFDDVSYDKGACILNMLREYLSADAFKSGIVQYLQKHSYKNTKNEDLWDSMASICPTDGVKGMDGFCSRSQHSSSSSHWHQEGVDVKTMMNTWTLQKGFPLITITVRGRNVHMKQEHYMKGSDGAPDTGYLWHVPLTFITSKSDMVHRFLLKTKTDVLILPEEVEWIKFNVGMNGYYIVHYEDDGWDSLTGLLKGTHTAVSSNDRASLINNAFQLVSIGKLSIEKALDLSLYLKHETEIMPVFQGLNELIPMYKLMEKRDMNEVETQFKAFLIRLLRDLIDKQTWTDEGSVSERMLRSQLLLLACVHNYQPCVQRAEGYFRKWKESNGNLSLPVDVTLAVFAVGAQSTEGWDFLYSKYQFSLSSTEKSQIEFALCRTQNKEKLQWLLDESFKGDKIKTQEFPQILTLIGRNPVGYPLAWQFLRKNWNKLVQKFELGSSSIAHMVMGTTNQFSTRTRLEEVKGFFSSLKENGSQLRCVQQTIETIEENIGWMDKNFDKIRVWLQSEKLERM
# S100A4 inh HTS = inhibitors of human S100A4 binding to myosin IIA peptide | P26447 | inhibition, % at 10.7 µM | 0.14% of 360,000 active | S100A4/TAMRA-MyoIIA peptide fluorescence polarization;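 active = mean inhibition of at least 70% across replicates, with every replicate also reaching that level; inconclusive = mean inhibition reaches 70% but some replicates fall short; inactive = mean inhibition below 70%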
# Target sequence (P26447 whole entry, looked up): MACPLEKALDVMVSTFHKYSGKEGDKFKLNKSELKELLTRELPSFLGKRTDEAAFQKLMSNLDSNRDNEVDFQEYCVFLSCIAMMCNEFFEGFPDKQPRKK
#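 Material: S100A4 monomer protein / Buffer or medium: 50 mM HEPES pH 7.2, 10 mM CaCl2, 100 mM KCl / Times: 5 min incubation before reading / Benchmarks: neutral control DMSO, positive control TFP / Reagent: labelled myosin peptide probe, 5 nM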
# XiGFP reactiv = reactivates the inactive X chromosome in mouse fibroblasts | XiGFP mouse fibroblasts, % GFP-positive cells imaging, 3 d; cells co-treated with 5-aza-dC sensitizer; scaled so ellipticine positive control = 100% | activation, % at 7.58 µM | 0.055% of 360,000 active | AID 743238;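 active = mean normalized replicate activation at least 10% and every replicate at or above 10%; inconclusive = only one of the two criteria met; inactive = mean below 10% and not all replicates reach 10%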;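 note: 0% = median of on-plate neutral control wells and 100% = ellipticine 6 µM median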
#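 Assay system – SV40-immortalized XiGFP fibroblast cells, line 68-5-11 · Buffer or medium – DMEM supplemented with 5-aza-dC as sensitizing agent · Dosing – one concentration, pinned · Benchmarks – positive control ellipticine, 6 µM final · Times – 3 days compound exposure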
# Cneo AK release = causes C. neoformans cell lysis; 0.2% of 360,000 active; adenylate kinase release luminescence, 4 h; normalised: neutral wells 0, clomiphene wells 100; AID 651654; lysis activity, % at 15 µM;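 active = mean lysis activity across replicates of at least 80%, whatever share of replicates individually reach that level; inactive = mean lysis activity below 80%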
#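 Assay system: log-phase C. neoformans yeast / Quantity: yeast cell density of 5 × 10^6 cells/mL / Medium: fresh YPD growth medium / Compound: single dose / Timing: static 4 h at 37 °C with compound, 1 h detection / Measured by: adenylate kinase release luminescence / Read-out: lysis from increased AK signal / Benchmarks: Clomiphene as positive lysis control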
# PGC1a acetyl inh = modulators of PGC1a acetylation; 0.17% of 350,000 active; AID 651687; inhibition, % at 15.6 µM; U2OS PGC1a acetylation, AlphaScreen anti-acetyl-lysine; with virally co-expressed GCN5 acetyltransferase;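 active = every replicate shows inhibition of at least 40%; inconclusive = mean inhibition at least 40% but some replicate below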;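 note: 0% = neutral control wells and 100% = positive control wells; some results beyond the cut were filed as inactive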
# * hit, by the source's call; ? = inconclusive; . = not tested or not shown. Some of the compounds tested; count on the stated rates, not on these rows.
SMILES,SIRT5 inh,C2C12 statin,LGR2 antag,ERAP1 HTS inh,S100A4 inh HTS,XiGFP reactiv,Cneo AK release,PGC1a acetyl inh
NS(=O)(=O)c1ccc(CCNC(=O)CCCn2ncn3c(cc4occc43)c2=O)cc1,-4,3,9,-3,0,0.0,0,-6
O=C(Cn1nc(C(F)F)cc1C1CC1)N1CCCC1,1,3,7,3,-5,0.4,-3,2
CCCC(C)C(=O)Nc1ncc(S(=O)(=O)c2ccc([N+](=O)[O-])cc2)s1 (stereo unspecified),-1,1,2,3,-1,0.0,5,13
Cc1noc(C)c1NC(=O)Nc1ccc2c(c1)C(=O)N([C@H](C)CO)C[C@H](C)[C@@H](CN(C)S(=O)(=O)c1cccs1)OCCCC[C@@H](C)O2,4,-23,29,3,-11,0.3,55,.
CC(CC(=O)Nc1ncc([N+](=O)[O-])s1)c1ccccc1 (stereo unspecified),5,-18,-9,1,-3,-0.1,4,-12
Cc1cc(Nc2nn(C)c(N)c2C#N)ccc1F,0,-7,-19,-1,1,-0.1,2,2
CO[C@H]1CN(C)C(=O)c2cc(NS(C)(=O)=O)ccc2OC[C@@H](C)N(C(=O)CC2CC2)C[C@H]1C,1,7,-14,0,-14,0.0,-3,?
C=CCn1c(SCc2nc3ccccc3[nH]2)nnc1-c1ccncc1,.,-3,13,.,.,.,1,11
COc1ccc(CNC(=O)C[C@H]2C[C@@H]3c4cc(NS(C)(=O)=O)ccc4O[C@@H]3[C@H](CO)O2)cc1,3,4,2,4,7,-0.1,-3,-9
CCCOc1ccc2nc(C)c(CCC)c(SC(=N)N)c2c1,-4,.,-7,4,0,0.3,.,.
C[C@H](CO)N1C[C@H](C)[C@@H](CN(C)C(=O)C2CCOCC2)Oc2cc(C#Cc3ccncc3)ccc2S1(=O)=O,0,5,-4,0,-15,-0.8,-1,-12
COCCCNC(=O)CN1C(=O)/C(=C/c2ccccc2)Sc2ccccc21,-6,0,6,-1,15,-0.1,1,2
C[C@@H]1CCCCO[C@H](CN(C)CC2CCCCC2)[C@H](C)CN([C@@H](C)CO)C(=O)c2cc(NC(=O)CCC(F)(F)F)ccc2O1,.,.,8,.,.,0.0,0,-12
COc1ccc(-c2cnc3c(c2)C(=O)N([C@H](C)CO)C[C@H](C)[C@@H](CN(C)C(=O)C2CCCCC2)O3)cc1,-8,10,7,0,4,-0.1,-18,2
CCOc1ncccc1C(=O)OCC(=O)N1c2ccccc2CC1C (stereo unspecified),-2,6,-14,3,-1,0.2,1,2
CN1[C@@H]2CN(C(=O)Nc3cc(F)ccc3F)c3ccccc3[C@@H]2[C@@H]1CO,2,-4,5,0,-12,0.0,-3,2
CCS(=O)(=O)Nc1ccc2c(c1)C(=O)N(C)C[C@H](OC)[C@H](C)CN(CC1CCCCC1)[C@@H](C)CO2,-1,-1,-2,1,-31,-0.3,-1,.
C[C@H]1CCCCO[C@H](CN(C)Cc2ccc(C(=O)O)cc2)[C@@H](C)CN([C@@H](C)CO)C(=O)c2cc(NC(=O)NC3CCCCC3)ccc2O1,-1,.,4,1,1,0.1,4,-4
O=C(C(=O)N1CCC(CNS(=O)(=O)c2ccc(F)cc2)CC1)c1cccs1,.,.,-17,-1,1,0.0,.,.
CCOC(=O)C1(Cc2cccc(OC)c2)CCN(Cc2cccc(OCC)c2O)CC1,-5,-24,35,-2,2,0.1,0,2
COc1cccc2cc(-c3cc(=O)oc4ccc(O)cc34)oc12,-4,-10,2,1,1,0.0,-4,0
CCOC(=O)N1CCN(C(=O)c2cc3sccc3n2C)CC1,1,38,.,4,0,.,2,-1
COc1ccc(C(=O)Nc2cccnc2Cl)cc1OC,-1,0,-19,2,-1,0.0,0,2
Cc1c(NC(=O)CCc2ccccc2)cccc1[N+](=O)[O-],-1,-5,14,-2,0,0.0,0,2
COC(=O)CC(=O)Cc1nc(N)nc(Nc2ccc(C)c(C)c2)n1,.,-9,-3,.,.,.,0,-20
# The list continues.
SMILES,SIRT5 inh,C2C12 statin,LGR2 antag,ERAP1 HTS inh,S100A4 inh HTS,XiGFP reactiv,Cneo AK release,PGC1a acetyl inh
CC1(C)CC(NC(=O)C(c2ccccc2)c2ccccc2)CC(C)(C)N1,0,-7,4,0,2,0.1,-1,-5
C[C@@H]1CN([C@@H](C)CO)S(=O)(=O)c2ccc(-c3cncnc3)cc2O[C@@H]1CN(C)C(=O)Cc1ccncc1,1,8,-23,2,7,-0.1,0,9
Cc1noc(C)c1S(=O)(=O)N(C)C[C@H]1Oc2ccc(NC(=O)Nc3ccc(C(F)(F)F)cc3)cc2CC(=O)N([C@H](C)CO)C[C@@H]1C,.,-7,-8,.,.,-0.9,0,0
CC1=C(C(=O)NC2CCCc3c2cnn3-c2cccc(C)c2C)OCCO1 (stereo unspecified),-5,-2,1,2,-4,-0.1,4,-3
COc1ccc(C(CNC(=O)c2cccc(S(=O)(=O)N3CCCc4ccccc43)c2)N(C)C)cc1 (stereo unspecified),-2,-2,6,1,1,-0.1,-1,.
C[C@@H]1CN([C@H](C)CO)C(=O)c2cc(-c3ccccc3F)cnc2O[C@H]1CN(C)C(=O)NC1CCCCC1,-11,.,0,-5,-2,-0.8,-7,-5
COC(=O)c1c(C(=O)OC)c2n(c1C)CCS2,-2,.,7,1,-3,0.2,.,3
O=C1Nc2ccccc2/C1=C/c1ccccc1Cl,-1,-5,5,-1,3,?,-8,13
COC(=O)C(CCSC)NC(=O)/C=C/c1ccc(OC)cc1 (stereo unspecified),1,.,-8,0,0,0.2,.,1
Oc1ccc(/C=N/N2CCCCC2)c(O)c1,4,-4,-26,0,1,0.1,0,5
Cc1nn2c(NCCOCCO)c3c(nc2c1-c1ccccc1)CCC3,-1,.,-9,.,10,0.0,2,-7
COC(=O)c1ccc(/C=C/C(=O)OCC(=O)c2ccc[nH]2)cc1,7,6,0,1,1,0.1,0,0
C[C@H]1CN([C@@H](C)CO)C(=O)c2cc(C3=CCCC3)cnc2O[C@H]1CN(C)C(=O)c1ccc(F)cc1,-1,48,6,3,-6,-0.7,2,-4
CCCS(=O)(=O)NCCc1csc(-c2ccc(OC)c(OC)c2)n1,-10,-7,-8,-1,4,0.0,1,-11
COc1cccc(-c2ccc([C@@H]3[C@@H](CO)N4CCCCN(Cc5cncnc5)C[C@H]34)cc2)c1,.,21,-21,.,.,0.0,-6,1
CCCNC(=O)N(C)C[C@@H]1Oc2cc(C3=CCCCC3)ccc2S(=O)(=O)N([C@H](C)CO)C[C@@H]1C,-6,?,8,1,-21,-0.1,-2,-17
N#C[C@H]1[C@H](c2ccccc2)[C@@H](CO)N1C(=O)c1cccnc1,0,-22,2,-1,7,0.2,0,7
CCCCCCCCCCCCN1[C@@H](CC(=O)O)c2cc(F)ccc2S1(=O)=O,.,1,7,.,1,0.6,-4,.
COc1ccc(S(=O)(=O)N2CCOCC2)cc1NC(=O)COc1ccccc1,-1,.,-6,-2,-12,0.0,.,.
CC(=NNC(=O)CSCC(=O)NN=C(C)c1ccccc1)c1ccccc1,-10,4,-3,0,-3,0.0,-1,-10
COCc1cc(CN2CCN(CCCc3ccccc3)C(CCO)C2)ccc1OC (stereo unspecified),-3,-10,-31,-3,-4,0.0,0,3
Cc1ccc2c(c1)sc[n+]2Cc1ccccc1,-1,9,-62,-1,-5,.,-7,10
CSc1nc2ccc(Br)cc2[nH]1,15*,1,0,-5,-2,0.0,-1,8
O=C(C[C@H]1C=C[C@H](NS(=O)(=O)c2ccccc2F)[C@H](CO)O1)NCCCN1CCOCC1,-1,-15,-5,0,0,-0.1,-5,-3
CNC[C@H]1OCCCC[C@H](C)Oc2ccc(NS(=O)(=O)c3ccc(F)cc3)cc2C(=O)N([C@@H](C)CO)C[C@H]1C,2,-13,-8,3,-7,0.0,4,13

# Single records (already shown):
# COc1ccc(S(=O)(=O)N2CCOCC2)cc1NC(=O)COc1ccccc1 reads SIRT5 inh = -1; C2C12 statin = .; LGR2 antag = -6; ERAP1 HTS inh = -2; S100A4 inh HTS = -12; XiGFP reactiv = 0.0; Cneo AK release = .; PGC1a acetyl inh = .
# C[C@H]1CN([C@@H](C)CO)C(=O)c2cc(C3=CCCC3)cnc2O[C@H]1CN(C)C(=O)c1ccc(F)cc1 reads SIRT5 inh = -1; C2C12 statin = 48; LGR2 antag = 6; ERAP1 HTS inh = 3; S100A4 inh HTS = -6; XiGFP reactiv = -0.7; Cneo AK release = 2; PGC1a acetyl inh = -4
# COCc1cc(CN2CCN(CCCc3ccccc3)C(CCO)C2)ccc1OC (stereo unspecified) reads SIRT5 inh = -3; C2C12 statin = -10; LGR2 antag = -31; ERAP1 HTS inh = -3; S100A4 inh HTS = -4; XiGFP reactiv = 0.0; Cneo AK release = 0; PGC1a acetyl inh = 3

# Going on with the list.
SMILES,SIRT5 inh,C2C12 statin,LGR2 antag,ERAP1 HTS inh,S100A4 inh HTS,XiGFP reactiv,Cneo AK release,PGC1a acetyl inh
COc1ccccc1CN1CC(C(=O)N(C)CCc2ccccn2)CCC1=O (stereo unspecified),.,8,.,-3,-1,0.0,0,9
Cc1ccc(S(=O)(=O)N2CCN(S(C)(=O)=O)C2C)cc1 (stereo unspecified),1,.,1,1,-5,0.0,.,.
CCCOc1ccc(N2C(=O)CC(NCc3cccnc3)C2=O)cc1 (stereo unspecified),-2,.,-18,-1,-1,0.0,.,7
CC1CN(C2=CC(=O)CCC2)CC(C)O1 (stereo unspecified),1,.,-5,-1,1,0.3,.,.
CCC(C)C(NC(=O)C1CCC(C)CC1)C(=O)Nc1ccc(OC)cc1 (stereo unspecified),.,4,9,10,-15,0.0,2,-4
Cc1ccc(OCC(=O)Nc2ccc(O)c(C(=O)O)c2)cc1C,-4,-8,16,-1,6,.,-1,1
Cc1ccc(NCC(=O)Nc2ccc(Br)cc2)cc1F,-2,.,-18,-5,-5,-0.1,.,.
CCC(=O)N(C)CCc1cc2c(c(OC)c1/C=N/NC(=O)c1ccccc1O)OCO2,.,20,14,.,.,0.5,-3,11
COc1ccc(NC(=O)C2(C)CCN2C(=O)C(C)C)cc1F (stereo unspecified),-2,-3,9,0,-20,0.3,0,10
C[C@H](CO)N1C[C@H](C)[C@@H](CN(C)S(C)(=O)=O)Oc2ccc(NS(=O)(=O)c3ccccc3)cc2CC1=O,-7,1,-10,-1,-7,0.1,14,6
C[C@@H]1[C@H](O)C[C@@]23COC(=O)C2=CCCC3[C@@]1(C)CCC1COC(=O)C1 (stereo partly specified),-1,1,-7,-1,-6,.,0,-2
COC(=O)c1ccccc1NC(=O)Nc1cccc(C)n1,-2,-2,.,-3,-1,0.1,1,.
CC(C)N1CCc2c(sc(NC(=O)c3ccco3)c2C(N)=O)C1,-2,-3,5,0,-2,0.2,10,-7
O=C(N/N=C/c1cc(Cl)ccc1O)C(=O)Nc1ccccc1OC(F)(F)C(F)F,-3,.,24,0,-2,0.5,.,.
COc1ccccc1N1CCN(CC(=O)N(CC(C)C)c2c(N)n(CC(C)C)c(=O)[nH]c2=O)CC1,-2,5,-3,-1,-4,-0.1,1,-2
CC1(C(=O)NCc2cccs2)Cc2c(-c3ccc(C(N)=O)cc3)ccnc2O1 (stereo unspecified),0,-6,-9,2,3,-0.1,0,-19
